High-throughput results from PubChem.
Dengue virus CPE – Dengue virus cytopathic effect inhibitors, cell-based, CPE readout, HTS (AID 540333); Dengue virus CPE inhibition in host cells; stronger effect = higher value; CPE inhibition, % at 20 µM; hit rate 3.1% among 10,000; in the data active = CPE inhibition mostly above about 9.1%, no sharp cut-off; inactive = mostly below about 7.2%
The depositor's hits bear a star; i = inactive. Only part of the results is shown; the hit share may differ from the screen's.

COC(=O)C1=C(c2ccc(F)cc2OCc2ccccc2)C[C@@H]2CC[C@H]1N2C(=O)N1CCC(C)CC1
  Dengue virus CPE: 9.9
COc1cccc(C2CC3C(=O)C=CC2N3Cc2ccccc2)c1 (stereo not drawn)
  Dengue virus CPE: i
COc1ccc(C(C)=O)cc1CC(C(=O)c1ccc(Br)cc1)N(C)C (stereo not drawn)
  Dengue virus CPE: 0.2
CC(C)Cc1nnc(NC(=O)CCC(=O)N2CCN(CCOC(c3ccccc3)c3ccccc3)CC2)s1
  Dengue virus CPE: 0.8
Cc1ccc(CN2C(=O)CN=C(c3ccccc3)c3ccccc32)cc1
  Dengue virus CPE: 9.1*
Cc1csc(=N)n1Cc1ccccc1
  Dengue virus CPE: i
COc1ccc(C(c2c(O)c3ccccc3oc2=O)c2c(C)n(C)n(-c3ccccc3)c2=O)cc1 (stereo not drawn)
  Dengue virus CPE: 0.1
COC(=O)C1=C(c2cc3ccccc3s2)C[C@@H]2CC[C@H]1N2C(=O)NCCNC(C)=O
  Dengue virus CPE: i
Cc1cccc(-n2c(O)c(/C=N/N3CCOCC3)c(=O)[nH]c2=S)c1
  Dengue virus CPE: i
COc1ccccc1OP(=O)(Nc1cccnc1)Oc1ccccc1OC
  Dengue virus CPE: 0.3
CN1CCN(c2cc(N3CCNCC3)ccc2[N+](=O)[O-])CC1
  Dengue virus CPE: i
CCN(CC)C(=O)c1ccc(NC(=O)COc2ccc([N+](=O)[O-])cc2Cl)cc1
  Dengue virus CPE: 0.4
CCC(C)n1c(O)c(/C=N/Nc2ccccc2)c(=O)[nH]c1=S (stereo not drawn)
  Dengue virus CPE: i
CCCc1nnc(NC(=O)CCC(=O)N2CCN(CCOC(c3ccccc3)c3ccccc3)CC2)s1
  Dengue virus CPE: 0.2
C/C(=N\N1CCN(C)CC1)c1c(O)[nH]c(=O)[nH]c1=O
  Dengue virus CPE: i

Four compounds from above, arranged by SMILES length, rising:
COc1cccc(C2CC3C(=O)C=CC2N3Cc2ccccc2)c1 (stereo not drawn)
  Dengue virus CPE: i
C/C(=N\N1CCN(C)CC1)c1c(O)[nH]c(=O)[nH]c1=O
  Dengue virus CPE: i
CCN(CC)C(=O)c1ccc(NC(=O)COc2ccc([N+](=O)[O-])cc2Cl)cc1
  Dengue virus CPE: 0.4
CC(C)Cc1nnc(NC(=O)CCC(=O)N2CCN(CCOC(c3ccccc3)c3ccccc3)CC2)s1
  Dengue virus CPE: 0.8

Remaining list, next part.
molecule,Dengue virus CPE
CCn1c(P(C)(=O)O)nc2ccccc21,i
O=C1NC(=O)N(CCC2=CCCCC2)C(=O)/C1=C\c1cccs1,0.1
C[C@]12CC[C@H](O)C[C@@H]1CC[C@@H]1[C@@H]2CC[C@]2(C)[C@@H](C(=O)O)C[C@@H]12,i
N#CCCn1cc(C(=O)Nc2ccc([N+](=O)[O-])cc2)c(-c2ccc3c(c2)OCCO3)n1,i
COC(=O)C1=C(c2ccc(S(C)(=O)=O)cc2)C[C@@H]2CC[C@H]1N2C(=O)NCCS(C)=O (stereo partly drawn),i
O=[N+]([O-])c1ccc(N2CCNCC2)cc1NCc1ccco1,i
CN(C)C(Cc1ccccc1)C(=O)c1ccccc1 (stereo not drawn),1.0
Cc1cccc(-n2c(O)c(/C=N/Nc3nc4c(c(=O)n(C)c(=O)n4C)n3C)c(=O)[nH]c2=S)c1,i
CC(=O)OC1(c2ccccc2)CC(C(C)(C)C)CN(C(C)(C)C)C1 (stereo not drawn),i

Filtered by structure: the compounds so far containing a carbonyl joined to an NH by a bond outside any ring (six)
molecule,Dengue virus CPE
CC(C)Cc1nnc(NC(=O)CCC(=O)N2CCN(CCOC(c3ccccc3)c3ccccc3)CC2)s1,0.8
COC(=O)C1=C(c2cc3ccccc3s2)C[C@@H]2CC[C@H]1N2C(=O)NCCNC(C)=O,i
CCN(CC)C(=O)c1ccc(NC(=O)COc2ccc([N+](=O)[O-])cc2Cl)cc1,0.4
CCCc1nnc(NC(=O)CCC(=O)N2CCN(CCOC(c3ccccc3)c3ccccc3)CC2)s1,0.2
N#CCCn1cc(C(=O)Nc2ccc([N+](=O)[O-])cc2)c(-c2ccc3c(c2)OCCO3)n1,i
COC(=O)C1=C(c2ccc(S(C)(=O)=O)cc2)C[C@@H]2CC[C@H]1N2C(=O)NCCS(C)=O (stereo partly drawn),i
